miR-122 sensor – miR-122 inhibition in Huh7 cells | Huh7 miR-122 Renilla luciferase sensor, 48 h; neutral wells = 0, positive control = 100 | activation (reporter increase), % at 12.5 µM | 0.3% of 340,000 active;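 active means mean replicate activation score at least 90 and every replicate individually at or above 90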;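 further: higher luciferase means less miR-122 activity so hits act as miR-122 inhibitors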
The depositor's hits bear a star.

miR-122 sensor	mol
-10	O=C(c1cccc(N2C(=O)C3CC=CCC3C2=O)c1)N1CCN(c2ccccc2)CC1 (configuration not stated)
4	CC1(C)CC(NC(=O)C2CCCCC2C(=O)O)CC(C)(C)N1 (configuration not stated)
-5	Cc1cc2c(c(=O)n1Cc1cccnc1)C(c1ccc(F)cc1)C(C#N)=C(N)O2 (configuration not stated)
-3	O=C(CCn1c(=O)oc2ccccc21)N1CCOCC1
-2	CCOC(=O)C1=NNC2C(=O)N(C3CCCCC3)C(=O)C12 (configuration not stated)
3	Cc1cc2c(cc(C(=O)NCc3cccnc3)n2Cc2ccc(Cl)cc2)o1
-5	Cc1cc(C)cc(-c2nnc(SCC(=O)c3ccc4c(c3)OCCO4)o2)c1
-2	CCN(CC)S(=O)(=O)c1ccc2oc(C(=O)NCc3ccc(F)cc3)c(C)c2c1
1	CCOc1ccc(OCC)c(NC(=O)C2CCN(S(=O)(=O)c3cccc4nonc34)CC2)c1
-4	Nn1cnnc1N/N=C/c1cc([N+](=O)[O-])c(Cl)cc1Cl
5	COc1ccc(C(=O)NCc2ccccn2)cc1
6	CCN(CC)S(=O)(=O)c1ccc(Cl)c(C(=O)NC)c1
-6	CC(/C=N/NC(=O)c1cc(-c2cccnc2)nc2c1c(C)nn2-c1ccccc1)=C\c1ccccc1
-1	CCOC(=O)C1CCN(c2c(NCc3ccc(C(=O)NC(C)CC)cc3)c(=O)c2=O)CC1 (configuration not stated)
4	CCOC(=O)c1c(C)[nH]c(C(=O)OCC(=O)Nc2cc(C)c(Cl)cc2OC)c1C
0	Cc1cc(N2CCN(c3ccccc3)CC2)nc(N)n1
4	Cc1cccc(OCc2nnc(N)s2)c1C
-9	Clc1c(-c2nnc3n2CCC3)sc2ccccc12
5	COc1ccc([N+](=O)[O-])cc1N(CC(=O)NCCC1=CCCCC1)S(C)(=O)=O
-1	Cc1ccc(Cl)cc1N1CCN(CC(=O)Nc2ccc3[nH]c(=O)[nH]c3c2)CC1
6	CCOc1ccc(-n2c(N)c(C(=O)NCc3ccco3)c3nc4ccccc4nc32)cc1
-7	O=C(CCC1COc2ccccc2O1)NCc1ccco1 (configuration not stated)
2	Cc1cc(C(=O)N2CCN(c3cccc(Cl)c3)CC2)c(C)o1
-1	CS(=O)(=O)N1CCN(c2ccc(NC(=O)Cc3ccccc3)cc2)CC1
0	Cc1ccc(CC(=O)NCC2CCCCC2)cc1
0	CCc1cc(=O)oc2cc(OCC(=O)OC)c(Cl)cc12
-3	Brc1ccc(NC2=Nc3ccccc3CC2)cc1
0	COc1ccc(CNC(=O)CN2C(=O)C3CCCN3c3ncc(Cl)cc32)cc1 (configuration not stated)
9	Cc1cc2sc(C(=O)O)c(C)c2s1
5	O=Cc1ccc2oc3nc4n(c(=O)c3c(=O)c2c1)CCCS4

Reprinted at random: two compounds from above, in no set order.
miR-122 sensor	mol
3	Cc1cc2c(cc(C(=O)NCc3cccnc3)n2Cc2ccc(Cl)cc2)o1
-5	Cc1cc2c(c(=O)n1Cc1cccnc1)C(c1ccc(F)cc1)C(C#N)=C(N)O2 (configuration not stated)

Three of the entries above in order of the miR-122 sensor value, ascending:
Compound	miR-122 sensor
Nn1cnnc1N/N=C/c1cc([N+](=O)[O-])c(Cl)cc1Cl	-4
CCOC(=O)C1CCN(c2c(NCc3ccc(C(=O)NC(C)CC)cc3)c(=O)c2=O)CC1 (configuration not stated)	-1
COc1ccc(CNC(=O)CN2C(=O)C3CCCN3c3ncc(Cl)cc32)cc1 (configuration not stated)	0

Following part
miR-122 sensor	mol
-1	O=C(CC(=O)N/N=C\c1c(Cl)cccc1Cl)NCc1ccccc1
-9	Cc1nc([N+](=O)[O-])nn1C12CC3CC(CC(Br)(C3)C1)C2
1	COc1ccc(Cl)cc1NC(=O)CCc1ccccc1
-5	CCOC(=O)c1c(NC(=O)CCC(=O)NCc2ccco2)sc2c1CCCC2
2	CCOc1ccc(Nc2nc(Cc3nnc(SCC(=O)NCc4ccco4)n3CC)cs2)cc1
-4	Cc1cccc(-n2nnnc2SCC(=O)NCCN2C(=O)CSC2=O)c1
-2	Cc1cc(C)c2nc(SCC(=O)N3CCCCC3)c(C#N)cc2c1
-6	O=C(Cn1nnc(-c2ccccc2F)n1)Nc1cccc2ncccc12
6	COc1ccc(-c2noc(CCC(N)=O)n2)cc1OC
3	COC(=O)NCC12CC3CC(C1)CC(CNC(=O)OC)(C3)C2
8	CC(C(=O)NC1CCCC1)N(Cc1ccc2c(c1)OCO2)C(=O)c1snc(C(N)=O)c1N (configuration not stated)
10	Cc1ccc(-c2nc3ccccc3[nH]2)cc1NC(=O)c1ccc2c(c1)OCO2
-9	O=C(NC(Cc1ccc2c(c1)OCO2)C(=O)NC(Cc1ccccc1)C(=O)O)c1ccccc1 (configuration not stated)
-3	CC(C)Sc1cc(N2CCCC2)nc(-c2ccccc2Cl)n1
2	CCCCN(C)C(=O)c1coc(=O)c2ccccc12
4	Cc1cccc2c1nc(-c1ccccc1)n1cnnc21
-6	c1c2c(cc3sc(N4CCCCC4)nc13)OCO2
-5	COc1ccc(-n2nnc3c(=O)n(CC(=O)NCC4CCCO4)cnc32)cc1 (configuration not stated)
-3	CSc1nnc(-c2cccs2)n1-c1ccccc1
3	COc1ccc(OC)c(NC(=O)c2cn(C)c(=O)c3cc(OC)c(OC)cc23)c1
-1	COc1ccc(C(=S)N2CCCCCC2)cc1
-5	c1ccc(CNc2ncnc3c2ncn3C2CCCCO2)cc1 (configuration not stated)
2	Cc1c(OCC(=O)OC(C)C)ccc2c3c(c(=O)oc12)CCC3
-5	O=C(Nc1cccn(Cc2c(Cl)cccc2Cl)c1=O)c1ccc(Cl)cc1
-6	CC1=C(C(=O)N2CCCCC2)C(c2cccs2)C2=C(CCCC2=O)N1 (configuration not stated)
-6	CCOC(=O)c1c(-c2ccncc2)csc1N
-3	CCC(=O)Nc1c2c(nn1-c1ccc(C)cc1C)CSC2
-2	O=C(NCCOc1ccccc1)c1ncn[nH]1
-2	Cn1c2ccccc2n2c(=O)c(=O)n(CC(=O)c3ccc(F)cc3)nc12
-1	O=C(Nc1ccccc1)N(Cc1ccccc1)CC(O)C(F)(F)F (configuration not stated)

7 entries from above, as tab-separated lines:
structure	miR-122 sensor
O=C(Nc1cccn(Cc2c(Cl)cccc2Cl)c1=O)c1ccc(Cl)cc1	-5
CC1=C(C(=O)N2CCCCC2)C(c2cccs2)C2=C(CCCC2=O)N1 (configuration not stated)	-6
CCOC(=O)c1c(-c2ccncc2)csc1N	-6
CCC(=O)Nc1c2c(nn1-c1ccc(C)cc1C)CSC2	-3
O=C(NCCOc1ccccc1)c1ncn[nH]1	-2
Cn1c2ccccc2n2c(=O)c(=O)n(CC(=O)c3ccc(F)cc3)nc12	-2
O=C(Nc1ccccc1)N(Cc1ccccc1)CC(O)C(F)(F)F (configuration not stated)	-1

Continued:
miR-122 sensor	mol
-2	C=C(C)Cn1c(SCC(=O)N/N=C/c2cccc(O)c2)nc2ccccc2c1=O
27	Cc1ccc(C)c(OCC(=O)Nc2ccc3c(c2)OCO3)c1C
-2	CN(CCNC(=O)CN1CCN(Cc2ccccc2Cl)C1=O)Cc1ccccc1
20	CCOc1ccc(S(=O)(=O)Nc2cccc(N(C)S(C)(=O)=O)c2)cc1
4	O=C1c2ccccc2C(=O)N1CC1c2ccccc2CCN1C(=O)C1CCCCC1 (configuration not stated)
15	Cn1c(SCC(=O)Nc2ccc3c(c2)OCCO3)nnc1-c1ccccn1
-2	Cc1ccccc1NC(=O)C(C#N)Cc1cccnc1 (configuration not stated)
3	CN(N)C(=S)NCc1ccccc1
-21	COc1nc(OC)nc(N2CCC(C(=O)NCC3CCCCC3)CC2)n1
4	CC(=O)Nc1ccc(NC(=O)C2CCCN(c3nnc(-n4cccc4)s3)C2)cc1 (configuration not stated)
3	COC(=O)c1ccc(/C(O)=C(\C#N)c2nc3ccccc3s2)cc1
12	COc1ccc(N=c2oc3c(OC)cccc3cc2C(=O)NCc2ccco2)c(OC)c1
34	COc1ccc(N2CCN(C(c3cc(OC)ccc3OC)c3nnnn3Cc3ccco3)CC2)cc1 (configuration not stated)
10	CCN(CC(=O)NCCc1ccccc1)S(=O)(=O)c1ccc(C)cc1
-3	CC(C)CC(=O)Nc1cc(C(F)(F)F)ccc1N1CCOCC1
1	C=CCNC(=O)NC(=O)COC(=O)c1cccnc1SC
11	CC1Cc2cc(/C(O)=C3/C(=O)C(=O)N(CCN4CCOCC4)C3c3cccc(O)c3)ccc2O1 (configuration not stated)
-5	Cc1cccc(CSCCNC(=O)CSCc2ccc([N+](=O)[O-])cc2)c1
-3	O=c1[nH]ncc(NCCCO)c1Cl
0	Cc1ccc(C(=O)NCc2ccco2)cc1S(=O)(=O)N1CCOCC1
7	CO/N=C/c1ccc(N2CCN(C(=O)c3ccc(Cl)cc3Cl)CC2)c([N+](=O)[O-])c1
2	COCCn1c(=O)[nH]c2cc(C(=O)NCc3ccccc3)ccc2c1=O
0	Nc1cc(N)nc(SCCN2CCCCC2)n1
3	CCOC(=O)Cc1c(C)c2c(C)nn(-c3ccccc3)c2oc1=O
-11	O=C(c1ccc(Cl)cc1)c1cnc(-c2ccccc2)s1
-7	COc1ccccc1-c1cc(C(F)(F)F)nc(S(=O)(=O)CCCC(=O)N2CCOCC2)n1
-3	COc1ccc(-c2nc(C(F)(F)F)c(OC)o2)cc1OC
-2	Clc1ccc(OCc2nnc(SCc3nnc(-c4ccccc4)o3)o2)c(Cl)c1
8	COc1ccc([N+](=O)[O-])cc1COc1ccc2c(-c3ccccc3)cc(=O)oc2c1
0	CCSc1nnc(NC(=O)C2CCCCC2)s1

Remaining list, next part:
miR-122 sensor	mol
2	Nc1nonc1-c1noc(N2CCOCC2)n1
-7	Brc1ccc2[nH]ncc2c1
0	COc1cc2c(C(=O)NCCCOC(C)C)cn(CC(C)C)c(=O)c2cc1OC
2	COc1ccc(NC(=O)ON=C2c3ccccc3-c3ccccc32)cc1
-3	COc1ccc(C2C(C(=O)NCC3CCCO3)c3cc(OC)c(OC)cc3C(=O)N2C)cc1OC (configuration not stated)
10	Cc1ccc(C(CC(=O)NCc2ccco2)c2ccc(OC(C)C)cc2)cc1 (configuration not stated)
1	O=C(Nc1cccc(C(F)(F)F)c1)C1CCN(S(=O)(=O)c2cnc[nH]2)CC1
-7	Cc1ccc(S(=O)(=O)CCCS(=O)(=O)c2ccc(C)cc2)cc1
-1	COc1ccc(-c2nn(C)c3sc(C(=O)N4CCOCC4)cc23)cc1OC
-11	CCCC/C(C)=N/NC(=O)Nc1ccccc1
-3	COc1ccc(OC)c(C2C(C(=O)N(C)C)=C(C)Nc3nc4ccccc4n32)c1 (configuration not stated)
8	COCCSc1ccccc1C(=O)Nc1nnc(COC)s1
-1	CCCOc1ccccc1C(=O)NCCCC(=O)O
18	O=C(Oc1ccc(Br)cc1C(=S)N1CCCC1)c1ccccc1Cl
2	Cc1ccc(N(C(=O)Cn2nnc3ccccc32)C(C(=O)NCc2ccco2)c2ccc(C)o2)cc1 (configuration not stated)
-3	COc1ccc(C2CC(c3ccc(Cl)cc3)Nc3nc(NC(=O)c4ccco4)nn32)cc1 (configuration not stated)
1	CCCCCNC(=O)CCc1ccccc1
2	Cc1ccccc1N1CCN(C(=O)CCN2C(=O)c3ccccc3C2=O)CC1
0	COc1ccccc1C(=O)Nc1ccc(S(=O)(=O)N2CCOCC2)cc1
7	CCOC(=O)c1ccc2nc(NC(=O)c3ccco3)sc2c1
129*	CC(=O)Nc1cc(S(=O)(=O)Nc2ccc(C)cc2)c(C)cc1C
-3	COC(=O)/C(N=Nc1cccc(C(F)(F)F)c1)=C(\C)O
-9	Cc1onc(-c2ccncc2)c1C(=O)O
1	COc1ccc(CNc2nc3nc4c(c(=O)n3[nH]2)CCC4)cc1
-9	Cc1cc(NCCN2CCOCC2)n2ncc(-c3ccccc3)c2n1
-9	COc1ccc(NC(=O)CN2CCN(CC(=O)Nc3ccccc3F)CC2)c(OC)c1
11	CCOC(=O)c1sc(NC(=S)NC(=O)CC(C)C)cc1C
-3	Cc1ccc2nc(NC(=O)CSc3nnc(C)c(=O)n3N)sc2c1
-1	CCCCNc1nc2ccccc2nc1NS(=O)(=O)c1cccs1
-2	O=C(NN1c2ccccc2CCc2ccccc21)c1ccccc1Br

Copied from the results shown for reference:
miR-122 sensor	mol
2	Nc1nonc1-c1noc(N2CCOCC2)n1
-7	Brc1ccc2[nH]ncc2c1

More compounds
miR-122 sensor	mol
13	Cc1nn(C)c(C)c1S(=O)(=O)NC1CCCC1
0	COc1ccc(NC(=O)CCc2ccccc2)cc1NC(=O)c1ccco1
-38	COC(=O)C1=C(C)N=C2SC(C#N)=C(N)N2C1c1cc(OC)c(OC)c(OC)c1 (configuration not stated)
-1	Nc1sc2c(c1C(=O)c1ccccc1)CCCC2
3	CCCn1c(SCC(=O)Nc2cccc(C(=O)OC)c2)nnc1-c1cccnc1
-3	COc1ccc(-c2noc(CCC(=O)NCc3cc(Br)ccc3OC)n2)cc1
0	CCOc1cc(S(=O)(=O)N2CCC(Cc3ccccc3)CC2)c(OCC)cc1-n1cnnn1
1	O=C(CCS(=O)(=O)c1cccs1)Nc1ccc(C(=O)NCc2ccc(F)cc2)cc1
5	O=C(CSc1nnc(-c2cccnc2)o1)c1cc2ccccc2oc1=O
0	COc1ccc(N2CCN(C(=S)Nc3cc(C)cc(C)c3)CC2)cc1
-1	Cc1ccc(-n2c(CNc3ccc(F)cc3)nnc2SCC(=O)N2CCCC2)cc1
-3	Cc1oc(C(=O)O)cc1CSCc1ccoc1C(=O)O
-5	CS(=O)(=O)NCCOc1ccc(S(=O)(=O)N2CCCc3ccccc32)cc1
-2	CCNC(=O)N1CCOCC1
10	O=C(CN1CCN(S(=O)(=O)c2ccc(F)cc2)CC1)Nc1ccc(Cl)c(C(F)(F)F)c1
-11	CCCN=CC1=C(O)CC(c2ccccc2)CC1=O (configuration not stated)
-11	CCC(C)(C(=O)NC1CCCC1)N(C(C)=O)c1ccc(C)cc1 (configuration not stated)
2	COC(=O)c1cc(CC(=O)c2ccc(O)cc2O)c(C)o1
-4	CSc1nc(Sc2ccccc2Cl)c2ccccc2n1
-11	CCn1nnc(NC(=O)C(C)Oc2ccc(Cl)cc2Cl)n1 (configuration not stated)

Compound activity: PubChem, Broad Institute

An excerpt, so the mix of outcomes need not match the whole.
